From PubChem BioAssay
D1 potentiator: enhances dopamine response at the human D1 receptor | P21728 | HEK293 TREx D1 cells, calcium flux, dopamine EC20 potentiation | potentiation, % at 10 µM | hit rate 0.036% among 360,000; in the data active means potentiation above about 30%; further: 0% is about no effect
Target sequence (P21728 whole entry, looked up): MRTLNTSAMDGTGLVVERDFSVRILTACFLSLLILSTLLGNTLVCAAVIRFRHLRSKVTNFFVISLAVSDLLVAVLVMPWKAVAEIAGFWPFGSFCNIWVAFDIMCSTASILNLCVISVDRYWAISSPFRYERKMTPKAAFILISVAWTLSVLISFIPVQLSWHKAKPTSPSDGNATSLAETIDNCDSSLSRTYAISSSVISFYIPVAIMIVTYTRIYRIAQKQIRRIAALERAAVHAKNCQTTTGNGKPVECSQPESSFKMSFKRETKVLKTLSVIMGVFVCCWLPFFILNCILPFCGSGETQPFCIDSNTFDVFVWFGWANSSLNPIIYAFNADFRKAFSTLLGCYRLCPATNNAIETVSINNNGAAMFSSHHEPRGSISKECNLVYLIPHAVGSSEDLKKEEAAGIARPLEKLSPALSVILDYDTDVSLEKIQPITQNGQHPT
D1 antagonist: antagonists of human D1 dopamine receptor | HEK293 TREx D1 cells, calcium flux, dopamine EC80; hits give low values | hit rate 3.2% among 360,000 | activity change, negative = inhibition, % at 10 µM | AID 504652; in the data active means activity change below about -30%; further: on the % scale 0 is the no-effect control and ±100 the full control effect
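Compound effects on dopamine-evoked calcium signalling were measured in tetracycline-induced HEK293 Trex D1 cells. Dopamine at EC80 followed a 180 s compound pre-read, and fluorescence was tracked kinetically for 180 s more.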
RXFP1 antag: blocks the human relaxin receptor RXFP1 | Q9HBX9 | HEK293-RXFP1, relaxin-stimulated cAMP HTRF, 30 min; hits give low values | activity change, negative = inhibition, % at 57.5 µM | hit rate 0.59% among 350,000;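 active means activity change of -60% or lower, but not beyond a set lower limit; inconclusive means change between -60% and -40%, or beyond the set limit; inactive means change above -40%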; further: on the % scale 0 is the no-effect control and ±100 the full control effect
D1 ag: agonists of human D1 dopamine receptor. HEK293 T-REx D1 cells, calcium flux, agonist mode. P21728. hit rate 1% among 360,000. activation, % at 2 µM; in the data active means activation above about 30%; further: 0% is about no effect
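Inducible HEK293 T-REx D1 cells, force-coupled to calcium signalling, were plated at 4000 cells/well with tetracycline and held overnight at 30 C. After no-wash calcium dye loading, compound-evoked calcium rise over 180 s flagged agonists.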
TRHR PAM: allosteric enhancers of human TRH receptor; P34981; TRHR cells, fluo-8 calcium fluorescence, EC20 TRH enhancement; enhancement, % at 2 µM; hit rate 0.66% among 360,000; AID 493056; in the data active means enhancement above about 30%; further: 0% is about no effect
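Enhancer read-out: after compound pinning and an initial kinetic agonist-mode read, an EC20 of TRH (10 nM final) was injected and fluo-8 calcium signal (Ex 480/Em 530) followed at 1 s/cycle for 100 cycles in TRHR-expressing cells.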
D2 ag: D2 dopamine receptor (human) agonism. P14416. HEK293 T-REx D2 cells, calcium flux agonist mode. activation, % at 2 µM. hit rate 0.53% among 340,000;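 active means activation over 3 SD above normal in the single-dose calcium agonist read, cut at about 30% in these data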; further: 0% is about no effect
Target sequence (P14416 whole entry, looked up): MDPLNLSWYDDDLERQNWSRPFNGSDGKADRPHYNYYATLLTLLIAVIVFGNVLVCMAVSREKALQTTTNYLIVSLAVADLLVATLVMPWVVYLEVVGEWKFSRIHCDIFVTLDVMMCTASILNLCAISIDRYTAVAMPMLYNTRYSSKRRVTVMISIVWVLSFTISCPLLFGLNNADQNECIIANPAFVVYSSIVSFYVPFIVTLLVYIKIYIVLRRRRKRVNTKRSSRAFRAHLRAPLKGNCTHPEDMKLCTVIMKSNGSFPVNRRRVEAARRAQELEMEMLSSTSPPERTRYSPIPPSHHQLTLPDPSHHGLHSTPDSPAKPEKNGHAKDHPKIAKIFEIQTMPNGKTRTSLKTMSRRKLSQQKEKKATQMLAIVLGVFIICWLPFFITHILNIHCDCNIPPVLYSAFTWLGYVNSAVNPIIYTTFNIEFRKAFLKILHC
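Tetracycline-induced HEK293 T-REx cells with force-coupled D2 receptor, plated overnight at 30 C, loaded with no-wash calcium dye. After a 10 s baseline, compound was pin-added and calcium flux read kinetically for 180 s; calcium rises flagged agonists.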
RXFP1 ag: activates the human relaxin receptor RXFP1 | Potency, µM (top dose mostly 57.5 µM), for inactives: top-dose activation, hits mostly activators | HEK293T-RXFP1 cAMP TR-FRET, 30 min; response scale: percent of porcine relaxin response, buffer zero | Q9HBX9 | hit rate 0.3% among 370,000; active means well fitted activation curve with a large enough effect; inconclusive means small, poorly fitted or top-dose-only effect; further: potency means the concentration at half of the fitted maximal effect; on the % scale 0 is the no-effect control and ±100 the full control effect; nearly all actives have a fitted effect of over 60% in size; many of its hits are not listed in these tables
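Agonist response is measured as cAMP accumulation in an RXFP1-transfected HEK293T line under PDE4 inhibition. Values are scaled between buffer-only and 29 nM porcine relaxin, and EC50s come from standard Hill equation fits.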
D2 antag: D2 dopamine receptor (human) antagonism; P14416; HEK293 TREx D2 cells, calcium flux, dopamine EC80; inhibition, % at 10 µM; hit rate 2% among 340,000; AID 485344; in the data active means inhibition above about 30%; further: 0% is about no effect
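Dopamine at EC80 is the agonist stimulus; test compounds precede it by 180 s. Calcium flux read kinetically in a force-coupled, inducible HEK293 T-REx D2 cell line.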
D2 PAM: positive allosteric modulators of human D2 dopamine receptor. hit rate 0.34% among 340,000. P14416. AID 485347. potentiation, % at 10 µM. HEK293 T-REx D2, calcium flux, EC20 dopamine potentiation;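 active means potentiation over 3 SD above the plate norm, cut at about 30% in these data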; further: 0% is about no effect
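Potentiation of an EC20 dopamine calcium response measured kinetically over 180 s, after a preceding 180 s compound-only read flagging agonists. Cells: inducible Hek293 Trex D2 line, 4000/well, cultured overnight at 30 C before dye loading.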
The depositor's hits bear a star; ? = inconclusive; nt = not tested or not shown.

structure,D1 potentiator,D1 antagonist,RXFP1 antag,D1 ag,TRHR PAM,D2 ag,RXFP1 ag,D2 antag,D2 PAM
c1ccc(-c2nc(N3CCOCC3)cc(N3CCOCC3)n2)cc1,13,-5,2,-1,6,1.0,0.3%,1,6
O=C(CCNC(=O)c1ccccc1)NC1CCCc2ccccc21 (stereo not drawn),-4,14,3,4,-1,nt,1.3%,-9,4
Cc1ccc(C(=O)Nc2cccnc2)cc1S(=O)(=O)N1CCCCCC1,-8,-3,-17,4,3,0.5,0.0%,-17,18
CCCCC1(C)OC(=O)C(=Cc2c[nH]c3ccccc23)C(=O)O1 (stereo not drawn),-3,-7,?,2,-5,0.2,-0.3%,14,8
COc1ccc(-n2c(C)cc(/C=C3\SC(=O)NC3=O)c2C)cc1,-8,-12,-33,5,-3,4.2,2.3%,8,4
CCS(=O)(=O)N1Cc2ccccc2CC1C(=O)NCc1cccc(OC)c1 (stereo not drawn),0,-15,-6,3,-4,-0.7,0.9%,9,5
COc1cc(C(=O)Nc2ccccc2SCc2cc(=O)n3nc(C)sc3n2)cc(OC)c1OC,-5,-50*,17,4,-4,-2.4,-0.1%,1,9
CCOC(=O)N1CCN(CC(=O)n2c(C)c(C)c3ccccc32)CC1,0,7,-10,9,3,-1.2,0.8%,6,-6
CCCCC(=O)NC(=S)Nc1cc([N+](=O)[O-])ccc1OC,-1,-25,nt,3,-6,-0.2,3.6%,12,-8
O=C(CSc1nc2cc3ccccc3cc2[nH]1)Nc1cccc(C(F)(F)F)c1,-3,3,-18,2,14,0.4,-0.8%,nt,-18
CC(C)c1ccc(NC(=O)COC(=O)COc2ccccc2)cc1,2,7,-12,1,4,-0.1,-1.3%,-3,4
Cc1ccc(NC(=O)c2cc(S(=O)(=O)N3CCCC(C)C3)cn2C)c(Br)c1 (stereo not drawn),-1,13,nt,3,3,0.0,0.5%,nt,-3
O=C(NC(=S)Nc1nc(-c2cccc([N+](=O)[O-])c2)cs1)c1cc(Cl)ccc1Cl,2,-18,8,1,-5,0.3,0.9%,22,2
Cc1c(CC(=O)NCCc2ccccc2F)c(=O)oc2cc(O)c(Cl)cc12,-1,12,-8,0,-2,nt,19%,nt,5
COCc1ccc([C@@H]2C[C@H]3CN(Cc4cccnc4)C(=O)[C@]34CCCN24)o1,-5,-6,-7,1,-6,0.5,0.3%,4,8
Cc1noc(-c2ccccc2OCC(=O)Nc2ccccc2[N+](=O)[O-])n1,-2,-6,nt,4,-4,-1.0,0.0%,nt,1
COc1cc(C)c(CNc2cccc(C)c2)cc1C,14,-6,-16,2,-5,-0.1,1.2%,-1,14
COc1cc(Cc2cc(N)nc(N)n2)cc(OC)c1OC,-2,9,-1,1,2,0.8,2.2%,-14,1
Cn1c(=O)c2c(SCC(=O)NCc3ccc(F)cc3)nc(-c3ccccc3Cl)nc2n(C)c1=O,0,-8,-3,1,3,-0.6,22%,nt,10
CCn1c(SCC(=O)c2ccc(NC(C)=O)c(OC)c2)nnc1-c1ccc(NS(C)(=O)=O)cc1,-4,-3,-4,3,4,1.7,0.1%,-7,-4
CCOc1cc(/C=N/N=C2/NC(=O)C(CC(=O)O)S2)ccc1OCc1ccc(Cl)cc1 (stereo not drawn),2,0,2,4,2,0.5,2.8%,0,7
O=C(CCN1CCCCC1)c1ccc2c(c1)OCO2,-3,-6,5,3,-2,1.1,-0.4%,-19,1
COc1ccc(-c2noc(CCC(=O)NCC3CCCO3)n2)cc1OC (stereo not drawn),-4,4,3,1,1,nt,0.7%,nt,-7
C/C(=C\C(=O)c1ccc(C)o1)Nc1ccc(C(=O)O)cc1C,-1,-4,11,2,-1,1.0,-0.4%,2,4
Nc1cc(=O)[nH]c(=O)n1-c1cccc(F)c1,-6,4,-21,0,11,1.2,1.4%,-12,-4
O=C(Nc1nc2c(s1)CN(Cc1ccccc1)CC2)c1cccc(S(=O)(=O)N2CCc3ccccc32)c1,-10,-3,-1,73*,-5,8.9,14%,41*,-20
CN=C1SC(CC(=O)Nc2ccc(C(=O)O)cc2)C(=O)N1C (stereo not drawn),2,8,-4,4,-8,0.7,-0.8%,4,1
O=C(NCCCn1ccnc1)c1cccc(Cl)c1,2,2,0,4,7,-1.0,-0.5%,9,7
O=C(CSc1ccc2ccccc2c1)NCc1cccs1,-1,-27,-12,13,-15,nt,0.8%,nt,nt
COc1ccc(S(=O)(=O)Cc2ccc(C(=O)NCc3cccs3)o2)cc1,0,-13,-6,5,-4,-0.4,-0.7%,25,5
CCCS(=O)(=O)N1CCC(C(=O)NCCN(CC)c2ccccc2)CC1,-2,-6,-7,2,-3,0.0,-0.7%,-25,4
Cc1ccc(CNc2ccc3c(c2)OCO3)c(C)c1,-5,3,nt,14,3,0.7,10%,9,-6

4 compounds drawn at random from the list so far, as already listed:
structure,D1 potentiator,D1 antagonist,RXFP1 antag,D1 ag,TRHR PAM,D2 ag,RXFP1 ag,D2 antag,D2 PAM
CN=C1SC(CC(=O)Nc2ccc(C(=O)O)cc2)C(=O)N1C (stereo not drawn),2,8,-4,4,-8,0.7,-0.8%,4,1
CCCS(=O)(=O)N1CCC(C(=O)NCCN(CC)c2ccccc2)CC1,-2,-6,-7,2,-3,0.0,-0.7%,-25,4
O=C(CSc1ccc2ccccc2c1)NCc1cccs1,-1,-27,-12,13,-15,nt,0.8%,nt,nt
Cc1ccc(CNc2ccc3c(c2)OCO3)c(C)c1,-5,3,nt,14,3,0.7,10%,9,-6

The listing continues.
structure,D1 potentiator,D1 antagonist,RXFP1 antag,D1 ag,TRHR PAM,D2 ag,RXFP1 ag,D2 antag,D2 PAM
CCOc1ccccc1N(CC(=O)Nc1ccccc1C(=O)OC)S(C)(=O)=O,-4,-1,3,5,5,nt,-0.5%,nt,-6
O=C(OCCC1Oc2cccnc2NC1=O)c1ccc([N+](=O)[O-])cc1 (stereo not drawn),-7,8,nt,3,4,2.2,0.0%,17,-4
Cc1nc(CC(=O)Nc2ccc(N(C)C)cc2)cs1,2,3,-11,0,-2,-0.1,-9.3%,nt,-14
Cc1c(C)c2c(OCC(=O)N3CCC(C(N)=O)CC3)cc3c(c2oc1=O)CCC(C)(C)O3,-4,-27,nt,4,-6,0.1,16%,2,-12
COc1ccc(S(=O)(=O)N2CCC(O)(c3ccc(Cl)cc3)CC2)cc1OC,-4,-23,-28,0,-1,0.4,0.7%,5,-3
COc1ccc(/C=N/NC(=O)C(=O)Nc2ccccn2)cc1OC,-1,5,-9,0,-2,0.5,2.0%,0,-4
CCn1nc(C)cc1C(=O)NC1CC(C)(C)Cc2c1cnn2-c1cccc(F)c1 (stereo not drawn),-14,-64*,-10,0,-8,-0.3,3.5%,-16,4
COCCn1cnnc1SCC(=O)Nc1sccc1C(N)=O,-2,-1,-26,1,8,2.0,4.1%,-10,7
CCCCCc1cccnc1,-1,-6,-5,2,-1,-1.7,-3.6%,1,5
CC1CCN(Cc2csc(N)n2)CC1,-2,nt,-16,1,3,0.7,0.8%,-13,-20
CCOc1ccc(-c2nnn(CC(=O)N3CCCC3)n2)cc1OCC,-4,-10,10,0,2,0.1,-0.4%,7,-1
O=C(c1ccc(-c2ccccc2)cc1)N1CCN(c2nc3ccccc3o2)CC1,2,-13,7,0,7,-0.2,-5.3%,-12,3
Cc1cnc(C(=O)OCC(=O)Nc2cc(Cl)cc(Cl)c2)cn1,5,9,-9,0,-5,0.7,1.7%,1,-3
COc1n[nH]c2nncnc12,-9,32,1,1,0,-1.1,-0.9%,9,-5
Cc1nn2cc(-c3ccc(-c4ccccc4)cc3)nc2s1,-2,-6,-5,2,3,1.0,1.8%,-7,3
O=C(NCc1ccc(F)cc1)c1ccc(NC(=O)C2CCCO2)cc1 (stereo not drawn),-4,3,3,2,22,0.2,-1.6%,6,2
CSc1ccc(CN(C)C(C)C(=O)NCc2ccccc2)cc1 (stereo not drawn),-2,-24,-18,2,-9,0.2,-0.2%,15,0
COc1ccc(-c2nnc(COc3ccc4ccccc4c3)o2)cc1OC,7,-4,14,-2,6,0.4,7.5%,-8,-6
CC(=O)Oc1ccc(C(=O)Nc2cc(NC(=O)c3ccc(OC(C)=O)cc3)cc(C(=O)NC(C)(C)C)c2)cc1,1,3,-17,0,7,nt,0.1%,nt,nt
O=c1cc(CSCc2ccc(Cl)cc2)[nH]c(=O)[nH]1,-1,-12,-6,3,-3,-0.4,3.1%,12,8
CCOc1cc(CNCc2cccs2)cc(Br)c1OC,-6,8,-2,2,-1,1.3,2.8%,-7,-18
Cc1ccccc1C(=O)N(C)c1ccccc1C(=O)NCc1ccccc1,4,5,5,1,-4,1.2,-2.7%,-4,-14
CCc1ccccc1NC(=O)C(=O)NCC(c1cccnc1)N1CCN(c2ccccc2F)CC1 (stereo not drawn),-5,-27,-8,7,-3,-0.1,10%,nt,1
O=C(COC(=O)CCc1nc2ccccc2s1)Nc1ncc(Cl)cc1Cl,0,11,0,0,-2,0.0,1.7%,16,-5
CCN(CC)C(=O)C1CCCN(C(=O)c2oc3ccc(C)cc3c2C)C1 (stereo not drawn),-1,30,-4,1,2,-0.3,2.6%,-7,2

Only part of the results is shown (hit frequency here may not be typical).
